Screening results (PubChem BioAssay)
AmpC inh no detg = inhibitors of E. coli AmpC beta-lactamase without detergent. P00811. AmpC nitrocefin hydrolysis, absorbance 480 nm, 0.0001% Triton. Potency, µM (highest dose often 57.1 µM), inactives show at the top dose activity change, negative = inhibition, usual class: inhibitors. hit rate 0.52% among 330,000. AID 485341;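 also: potency is read from the fitted curve at half-maximal effect; plate controls were no compound for no effect and no enzyme for full effect; nearly all actives have a fitted effect of over 20% in size; some results filed as inactive show a strong effect at the top dose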
Target sequence (P00811 whole entry, looked up): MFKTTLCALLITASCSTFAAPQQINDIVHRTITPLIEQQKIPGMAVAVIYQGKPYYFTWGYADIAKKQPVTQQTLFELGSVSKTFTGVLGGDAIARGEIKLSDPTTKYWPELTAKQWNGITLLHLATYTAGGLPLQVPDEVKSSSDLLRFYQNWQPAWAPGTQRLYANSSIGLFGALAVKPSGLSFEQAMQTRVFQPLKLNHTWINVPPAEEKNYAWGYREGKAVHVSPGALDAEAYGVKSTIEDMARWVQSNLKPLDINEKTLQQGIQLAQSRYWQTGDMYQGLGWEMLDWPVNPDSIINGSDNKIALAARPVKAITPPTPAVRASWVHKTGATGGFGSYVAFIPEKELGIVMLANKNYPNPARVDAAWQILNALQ
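AmpC (5.3 nM in the dispensed reagent) in 20 mM phosphate pH 7.0 with 0.01% (detergent screen) or 0.0001% Triton X-100 was preincubated with compounds for 15 min at room temperature. Nitrocefin was then added from an 800 uM solution, and hydrolysis was followed at 480 nm.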
AmpC inh detg = inhibitors of E. coli AmpC beta-lactamase with detergent | P00811 | AmpC hydrolysis of nitrocefin, absorbance 480 nm, 0.01% Triton | Potency, µM (titrated, usually from 114 µM), for inactives: at the top dose activity change, negative = inhibition, actives largely listed as inhibitors | hit rate 0.041% among 370,000;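 also: potency is read from the fitted curve at half-maximal effect; 0% = no-compound wells and -100% = no-enzyme wells; nearly all actives have a fitted effect of over 25% in size; some results filed as inactive show a strong effect at the top dose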
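20 mM phosphate pH 7.0 + 0.01% (detergent screen) or 0.0001% Triton X-100; 5.3 nM AmpC reagent; cpd preinc 15 min RT; nitrocefin (800 uM stock) to start; A480 q20 s × 4 min; Activity was normalised to no-enzyme and no-compound control wells.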
LmPK inhibitor = inhibitors of Leishmania mexicana pyruvate kinase; purified LmPK, Kinase-Glo ATP luminescence, 1 h; Potency, µM (titrated, usually from 57.5 µM), for the others: at the top dose activity change, negative = inhibition, hits mostly inhibitors; hit rate 0.37% among 290,000; AID 1721; also: potency is read from the fitted curve at half-maximal effect
Target sequence (Q27686 whole entry, looked up): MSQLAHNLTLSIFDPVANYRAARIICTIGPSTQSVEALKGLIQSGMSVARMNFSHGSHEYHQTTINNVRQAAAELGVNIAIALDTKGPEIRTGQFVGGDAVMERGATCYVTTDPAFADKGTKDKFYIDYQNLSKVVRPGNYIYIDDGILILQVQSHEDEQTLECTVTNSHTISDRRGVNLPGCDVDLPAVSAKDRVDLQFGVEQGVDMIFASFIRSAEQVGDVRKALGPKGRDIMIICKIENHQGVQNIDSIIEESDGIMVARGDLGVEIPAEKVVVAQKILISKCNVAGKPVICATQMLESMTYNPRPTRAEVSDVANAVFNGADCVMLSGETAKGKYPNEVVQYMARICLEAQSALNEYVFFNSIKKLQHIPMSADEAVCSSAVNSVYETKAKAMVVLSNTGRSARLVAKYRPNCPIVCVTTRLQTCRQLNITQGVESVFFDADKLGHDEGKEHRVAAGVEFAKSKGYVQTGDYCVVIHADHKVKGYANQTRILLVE
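Purified LmPK (0.1 nM) converted ADP (0.1 mM) to ATP with PEP (0.5 mM) in imidazole buffer pH 7.2 with KCl and MgCl2, 1 h at room temperature. ATP was read by Kinase-Glo luminescence; data normalized to uninhibited and no-enzyme controls.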
HCMV antiviral = human cytomegalovirus inhibition; HFF cells, HCMV-luciferase reporter, 72 h; active compounds read low; activity change, negative = inhibition, % at 57.5 µM; hit rate 4.5% among 410,000; in the data active = activity change below about -60%; inconclusive = no clear call, values can overlap the other calls; inactive = above about -39%
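After 16 h attachment at 37C, HFF cells received test compound and HCMV-luciferase (1 PFU/cell); reporter luminescence read 72 h later, data normalized against buffer-only and known inhibitor Salinomycin.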
TbPYK inhibitor = inhibitors of Trypanosoma brucei pyruvate kinase; TbPYK enzyme, Kinase-Glo Plus ATP luminescence, 45 min; Potency, µM (highest dose often 76.8 µM), for inactives: top-dose activity, negative = inhibition, usual class: inhibitors; Q57TT1; hit rate 0.12% among 410,000; also: potency is read from the fitted curve at half-maximal effect; nearly all actives have a fitted effect of over 50% in size
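ADP (130 uM final) triggers the TbPYK reaction after compound addition; incubation is 45 min at room temperature. Kinase-Glo Plus is then added and luminescence imaged. Normalized data are fitted to concentration-effect curves.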
HCV inh = blocks hepatitis C virus | AID 651820 | Potency, µM (highest dose often 41.8 µM), for the others: at the highest dose activity change, negative = inhibition, most hits filed as inhibitors | Huh7.5.1 HCVcc-Cre infection, luciferase reporter, 44 h | hit rate 3.4% among 340,000; also: potency is read from the fitted curve at half-maximal effect
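A cell-based infection assay in which seeded cells (1,000 per well) receive test compound after 4 h, are inoculated with HCVcc-Cre at approximately 0.5 moi, and are incubated 44 h before luminescence detection.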
AMA1-RON2 inh = AMA1-RON2 (P. falciparum) interaction inhibition. AlphaScreen AMA1-biotinylated RON2 peptide binding. Potency, µM (titrated, usually from 58.2 µM), for the others: at the top dose activity change, negative = inhibition, usual class: inhibitors. hit rate 0.2% among 360,000. AID 720542;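 also: potency is read from the fitted curve at half-maximal effect; 0% = vehicle wells and -100% = peptide control; nearly all actives have a fitted effect of over 45% in size; some results filed as inactive show a strong effect at the top dose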
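AMA1 (3D7) with his tag at 25 nM final met compounds first, then biotinylated RON2 peptide at 25 nM; detection used donor plus acceptor beads, 10 µg/mL apiece, read by AlphaScreen after 30 min at room temperature.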
The depositor's hits bear a star; ? = inconclusive; . = not tested or not shown; [ ] = dose if it differs, or a comment. Unless noted, calls follow the shape of the dose curve; as a rule, active = well fitted curve in the direction sought with a large enough effect; inconclusive = small, poorly fitted or top-dose-only effect, or another doubt; inactive = no such curve, though single readings can be large; an effect the other way counts as inactive or inconclusive. Unless noted, % is scaled to controls: 0 for no effect and ±100 for the full control effect.

Compound	AmpC inh no detg	AmpC inh detg	LmPK inhibitor	HCMV antiviral	TbPYK inhibitor	HCV inh	AMA1-RON2 inh
Cc1ccc(-c2nc3ncccc3o2)cc1NC(=O)CC(C)C	5%	?	5%	-34	-6%	-7%	12%
COc1ccc(Cl)c(-c2cc(C(=O)NCc3ccco3)[nH]n2)c1	.	.	.	-26	0%	.	-14%
CCOC(=O)C1(CC)Oc2ccccc2C(c2ccc(OC)cc2)=C1C(=O)OC (configuration not stated)	33%	.	.	-3	0%	-9%	-6%
Cc1cccc(NC(=O)C(C)N2C(=O)c3ccccc3S2(=O)=O)n1 (configuration not stated)	-22%	?	.	-33	-4%	21%	-11%
CCOC1=C2CN(S(=O)(=O)c3ccc(C)cc3)[C@H](c3ccccc3)C[C@@H]2N(S(=O)(=O)c2ccccc2)[C@H](c2ccccc2)C1	.	.	.	?	0%	.	5%
O=C(N/N=C1\CCc2ccccc21)c1ccccc1O	-27%	0%	13µM*	-27	-10%	6%	-8%
CCc1ccc(/C=C2/SC(=S)N(CCCC(=O)Nc3cccc(C(=O)O)c3)C2=O)cc1	.	.	.	-25	6%	.	0%
COc1ccc(CN2CCNC(=O)C2CC(=O)N(C)Cc2nc(C)cs2)c(OC)c1 (configuration not stated)	87%[activator]	11%	0%	73	1%	.	-1%
O=C(COC(=O)Cn1cnc2ccccc2c1=O)Nc1cc(Cl)ccc1[N+](=O)[O-]	-18%	?	-2%	21	-3%	5%	10%
Cn1c(=O)c2[nH]c(SCCN3CCCCC3)nc2n(C)c1=S	.	.	.	4	-9%	3%	2%
CC(C)c1ccc(/C=C/C(=O)NCCC2=CCCCC2)cc1	-13%	3%	5%	34	-14%	?	18%
CCOc1ccc(N(C(C)C(=O)N2CCOCC2)S(C)(=O)=O)cc1 (configuration not stated)	-11%	1%	-2%	68	-7%	26%	-6%
CCc1nc2c(OCc3ccc(Cl)cc3Cl)cccn2c1N(C)C(=O)C(C)C	.	.	.	-16	-1%	.	-20%
CCCN(CCO)Cc1ccc2ccccc2c1	-3%	-8%	2%	0	4%	-18%	34%
Cc1c(C(=O)Nc2c(C)n(C)n(-c3ccccc3)c2=O)oc2c(Cl)cccc12	-2%	8%	2%	5	-11%	?	-12%
NCC(O)CN1CCN(Cc2ccccc2)CC1 (configuration not stated)	-3%	3%	-3%	80	0%	-5%	3%
N#CCc1ccc(NC(=O)c2cc(S(=O)(=O)N3CCOCC3)ccc2Cl)cc1	-17%	-10%	1%	-13	-8%	.	-18%
COc1cccc(-n2c(=O)c3cc(OC)c(OC)cc3n(CC(=O)Nc3ccc(F)cc3)c2=O)c1	.	-7%	.	-12	-1%	.	.
CCCC(=O)C1C(=O)CC(C)(C)C(c2cc(C)no2)C1=O (configuration not stated)	-21%	-12%	2%	20	0%	-1%	-2%
CCn1c([N+](=O)[O-])nc2c1c(=O)[nH]c(=O)n2C	-19%	3%	-9%	-98*	2%	11µM*	10%
COc1ccc(N2CSC3=C(C#N)C(c4cccs4)CC(=O)N3C2)cc1 (configuration not stated)	-40%	-4%	12%	42	-5%	16%	8%
CN(Cc1ccccc1)C(=O)c1cc2c(=O)n(C)c3ccccc3c2s1	.	-3%	.	2	-14%	.	.
CCC(Sc1ccccn1)C(=O)Nc1cccc([N+](=O)[O-])c1 (configuration not stated)	-24%	-6%	2%	-11	0%	-4%	-18%
CCN(CC)S(=O)(=O)c1ccc(Cl)c(C(=O)NCC2CCCO2)c1 (configuration not stated)	-10%	?	4%	-26	0%	18%	3%
CC(=O)c1c(C)[nH]c(C(=O)COC(=O)C2(C)CC2(Cl)Cl)c1C (configuration not stated)	-8%	.	.	-35	-2%	?	-1%
CCCCCOc1ccc(CSc2ncn[nH]2)cc1	-20%	-1%	6%	-14	-10%	?	7%
CC(=O)Nc1ccc(OC(=O)N(C)C)cc1	-11%	-18%	-1%	-15	-4%	13%	-8%
C=CCC1(C(=O)N(C)Cc2ccccc2)CCN(C(=O)OC(C)(C)C)CC1	.	.	.	-2	-4%	2%	-1%
CCN(CC)S(=O)(=O)c1ccc(N2CCOCC2)c(NC(=O)CN2C(=O)NC3(CCCC3)C2=O)c1	.	.	.	30	2%	3%	-8%
Brc1cnc(N2CCCCC2)nc1N1CCOCC1	-11%	-1%	4%	78	0%	13%	-6%
CC(C)C(C(=O)Nc1nccs1)c1ccccc1 (configuration not stated)	-33%	-5%	0%	?	-18%	-10%	10%
COC(=O)[C@]12CCCCC=C1N(CCC1=CCCCC1)C(=O)[C@H](CC(=O)N1CCC(c3ccccc3)CC1)C2	.	.	.	-9	2%	.	-18%
CCCCN(C(=O)CSc1ncn[nH]1)c1c(N)n(Cc2ccccc2)c(=O)[nH]c1=O	-3%	2%	.	0	-2%	-6%	5%
O=C(NC(=S)NCc1ccccc1)c1cccs1	-40%	-5%	-1%	-8	-8%	-10%	80%[activator]
CCCCc1nnc(NC(=O)C(C)Sc2nc(N)cc(=O)[nH]2)s1 (configuration not stated)	-20%	?	0%	4	-6%	8%	1%
COc1ccc(-c2noc(CN(C)C(=O)c3ccoc3C)n2)cc1OC	15%	-11%	-6%	-20	-7%	-6%	0%
CC(=O)c1ccc(NC(=S)Nc2ccn(Cc3ccc(Br)cc3)n2)cc1	-12%[2.29 µM]	?	4%	24	-8%	-2%	9%
CC1CCc2cc(F)ccc2N1C(=O)CSc1nnc2c3cc(F)ccc3n(C)c2n1 (configuration not stated)	-20%	-3%	-2%	24	0%	7%	8%
CCn1c(=N)n(CC(=O)c2cccc(OC)c2)c2ccccc21	57%	?	6%	17	0%	?	-2%
Cc1ccc2c(COC(=O)C3CC(=O)N(c4ccc5c(c4)OCCO5)C3)cc(=O)oc2c1 (configuration not stated)	-12%	.	.	-27	0%	-1%	0%
Cc1ccc(C)c(NC(=O)CSc2cn(CC(=O)N3CCCCC3)c3ccccc23)c1	.	-1%	.	?	3%	.	.
CCn1c(=O)cc(OCC(=O)N2CCN(c3cccc(C(F)(F)F)c3)CC2)c2ccccc21	87%[activator]	-9%	-2%	69	3%	?	-13%
CC(=O)c1cccc(NC(=O)C2CCCN2S(=O)(=O)c2ccccc2C(F)(F)F)c1 (configuration not stated)	.	.	.	3	-6%	.	23%
CC(=O)c1ccc(S(=O)(=O)N2CCCc3ccccc32)cc1	-21%	?	-5%	30	2%	-10%	3%
Nc1nnc(-c2ccc(Cl)c(Cl)c2)s1	-27%[11.4 µM]	?	-2%	-25	-6%	15%	27%
CCCCCCN1CCN(C2CN(Cc3cn(Cc4ccc(C)cc4)nn3)S(=O)(=O)C2)CC1 (configuration not stated)	.	.	.	-6	-10%	.	8%
O=C(CCCc1nc(-c2ccccc2Cl)no1)NCc1cccnc1	17%	?	4%	24	2%	-9%	2%
COCCN(C(=O)CSc1nnc(-c2cccc(F)c2)n1N)c1c(N)n(CC(C)C)c(=O)[nH]c1=O	0%	-11%	-2%	37	-16%	36%[activator]	21%
Cc1csc(SCC(=O)Nc2cccc(C)c2C)n1	-17%	-13%	.	-64*	3%	-1%	-1%[11.6 µM]
Cc1cc(C)c(S(=O)(=O)Nc2ccc(C(N)=O)cc2)c(C)c1	-31%	0%	2%	-84*	3%	21%	-4%

4 entries from above, sorted by SMILES length, ascending.
Compound	AmpC inh no detg	AmpC inh detg	LmPK inhibitor	HCMV antiviral	TbPYK inhibitor	HCV inh	AMA1-RON2 inh
Nc1nnc(-c2ccc(Cl)c(Cl)c2)s1	-27%[11.4 µM]	?	-2%	-25	-6%	15%	27%
CCCCCOc1ccc(CSc2ncn[nH]2)cc1	-20%	-1%	6%	-14	-10%	?	7%
CC(C)C(C(=O)Nc1nccs1)c1ccccc1 (configuration not stated)	-33%	-5%	0%	?	-18%	-10%	10%
Cc1csc(SCC(=O)Nc2cccc(C)c2C)n1	-17%	-13%	.	-64*	3%	-1%	-1%[11.6 µM]

More results:
Compound	AmpC inh no detg	AmpC inh detg	LmPK inhibitor	HCMV antiviral	TbPYK inhibitor	HCV inh	AMA1-RON2 inh
C=CCNc1ncnc2c1ncn2[C@H]1CN(Cc2ccccc2)C[C@@H](COC(C)=O)O1	.	.	.	-18	4%	.	15%
CCC(=O)N(C)C[C@H]1Oc2ncc(C#Cc3cccnc3)cc2C(=O)N([C@@H](C)CO)C[C@@H]1C	.	.	.	35	-7%	.	5%
CN(C)c1nc(SCC(=O)Nc2ccc(Cl)c(Cl)c2)nc(N2CCOCC2)n1	-3%	7%	-5%	-17	0%	?	13%
O=C(Nc1ccc(F)cc1)C1COc2ccccc2O1 (configuration not stated)	-12%	3%	0%	186	5%	7%	2%
O=C(NCCCCCc1nc2ccccc2[nH]1)c1ccccc1Cl	-25%	-6%	-3%	-12	1%	-3%	7%
CCn1cc2nc(SCC(=O)Nc3ccc(C)cc3)n(Cc3ccc(C)cc3)c(=O)c2n1	.	5%	.	-23	-1%	.	.
COc1ccc(CSc2nnc(C)n2N)cc1Br	-30%	?	5%	-2	-3%	17%	-4%
N#Cc1c2c(c(Nc3ccccc3)n3c1nc1ccccc13)CCC2	?	-8%	-5%	-1	-8%	?	-4%
Cc1ccc2[nH]c(O)c(N=NC(=O)C(C)n3cnc4ccccc4c3=O)c2c1 (configuration not stated)	-24%	-4%	0%	?	-8%	-10%	-3%[11.6 µM]
COc1ccc(N(Cc2nnc3n2CCCCC3)C(=O)Nc2ccc(Cl)cc2)cc1Cl	.	18%	.	21	0%	.	.
CN1CCN(S(=O)(=O)c2ccc(Cl)c3ccccc23)CC1	76%[activator]	2%	-6%	19	-13%	-1%	-5%
COc1ccc(CCNc2cc(N3CCN(C(=O)c4ccccc4F)CC3)ccc2[N+](=O)[O-])cc1OC	-14%	5%	2%	-97*	-9%	?	-7%
CC1CN=C(Nc2cccc3ccccc23)S1 (configuration not stated)	-42%	-7%	1%	7	2%	-1%	-7%
CCc1ccc(N(C(C)=O)c2nc(CCl)cs2)cc1	-19%	-5%	2%	-11	0%	-12%	-11%
CCC(CO)Oc1cc(NC(=O)c2ccc([N+](=O)[O-])cc2)c2ncn(C(C)C)c2c1 (configuration not stated)	-25%	.	.	-1	-11%	-21%	-4%
